# Screening data deposited in PubChem BioAssay by Broad Institute.
# miR-122 sensor: miR-122 inhibition in Huh7 cells. Huh7 miR-122 Renilla luciferase sensor, 48 h; neutral wells = 0, positive control = 100. activation (reporter increase), % at 12.5 µM. 340,000 compounds, 0.3% hits. AID 602342;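 active = mean replicate activation score at least 90 and every replicate individually at or above 90; inconclusive = only one of the two criteria met; inactive = neither criterion met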;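 also: higher luciferase means less miR-122 activity so hits act as miR-122 inhibitors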
# C2C12 statin: protects C2C12 myotubes from simvastatin toxicity | rescue of ATP level, % at 7.49 µM | 330,000 compounds, 0.78% hits | ATP luminescence, 48 h; scaled: DMSO 0, geranylgeraniol control 100 | AID 602340;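 active = mean ATP rescue above about 67%, or every replicate alone reaching that limit, limit read from the data, passing the limit was not always enough; inconclusive = no clear call, values can overlap the other calls; inactive = mean under the limit and some replicate under it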;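 also: myotubes were challenged with 10 µM simvastatin during compound exposure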
# ERp5 block: inhibitors of human ERp5; 350,000 compounds, 0.05% hits; ERp5 insulin aggregation, absorbance 650 nm, 90 min; inhibition, % at 9.99 µM; AID 651711; Q15084;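 active = mean replicate inhibition above about 25%, with every replicate also reaching it, limit read from the data, passing the limit was not always enough; inconclusive = only one of those two criteria met; inactive = neither criterion met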
# Target sequence (Q15084 whole entry, looked up): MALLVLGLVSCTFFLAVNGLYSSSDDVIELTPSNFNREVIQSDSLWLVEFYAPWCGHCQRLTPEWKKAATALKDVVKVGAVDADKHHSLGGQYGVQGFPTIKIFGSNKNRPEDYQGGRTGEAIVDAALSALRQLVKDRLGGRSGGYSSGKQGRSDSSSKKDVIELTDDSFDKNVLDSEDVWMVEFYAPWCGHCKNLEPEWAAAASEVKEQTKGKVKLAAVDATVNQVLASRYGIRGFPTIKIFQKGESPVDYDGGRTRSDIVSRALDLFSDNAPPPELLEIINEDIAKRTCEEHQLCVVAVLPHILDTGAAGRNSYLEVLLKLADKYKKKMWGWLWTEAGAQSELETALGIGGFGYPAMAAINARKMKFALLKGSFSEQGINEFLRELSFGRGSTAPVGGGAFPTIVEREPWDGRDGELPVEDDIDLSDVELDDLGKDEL
# ARNT TACC3 PPI: ARNT/TACC3 interaction disruption; AlphaScreen His-ARNT PAS-B/GST-TACC3 binding, luminescence; TACC3 fragment carries E629A point mutation; inhibition, % at 9.99 µM; 390,000 compounds, 0.66% hits;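 active = mean inhibition of replicates at least 50% and at least half of replicates each reaching 50%; inconclusive = half or more replicates reach 50% but mean below 50%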;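 also: 0% = complete ARNT plus TACC3 wells and 100% = ARNT alone without TACC3; many hits fall short of the cut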
# Cneo AK release: Cryptococcus neoformans lysis via adenylate kinase release; C. neoformans lysis, adenylate kinase release luminescence, 4 h; normalised: neutral wells 0, clomiphene wells 100; lysis activity, % at 15 µM; 360,000 compounds, 0.2% hits;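 active = mean lysis activity across replicates of at least 80%, whatever share of replicates individually reach that level; inactive = mean lysis activity below 80%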
#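 Assay system: C. neoformans cells. Amount: yeast cell density of 5 × 10^6 cells/mL. Technique: AK luminescence. Buffer or medium: YPD. Times: static 4 h at 37 °C with compound, 1 h detection. Dosing: single-point compound dose. Read-out: lysis from increased AK signal.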
# esBAF inh: blocks esBAF chromatin remodeling in mouse ES cells; reporter increase, % at 12.5 µM; Bmi1-luciferase knock-in reporter, 24 h; 100% = twice the neutral-well signal; 350,000 compounds, 2% hits; in the data active = activation above about 40%; inconclusive = no clear call, values can overlap the other calls;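 also: 0% = median of the plate's neutral control wells and 100% = double that signal; a rise in the Bmi1 reporter signal indicates esBAF inhibition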
# SIRT5 inh: blocks human SIRT5 desuccinylation of peptide. Q9NXA8. Purified SirT5, succinyl-peptide AMC, trypsin-coupled fluorescence. inhibition, % at 15 µM. 330,000 compounds, 1.1% hits. AID 652115; in the data active = inhibition above about 15%; inconclusive = no clear call, values can overlap the other calls
# Target sequence (Q9NXA8 whole entry, looked up): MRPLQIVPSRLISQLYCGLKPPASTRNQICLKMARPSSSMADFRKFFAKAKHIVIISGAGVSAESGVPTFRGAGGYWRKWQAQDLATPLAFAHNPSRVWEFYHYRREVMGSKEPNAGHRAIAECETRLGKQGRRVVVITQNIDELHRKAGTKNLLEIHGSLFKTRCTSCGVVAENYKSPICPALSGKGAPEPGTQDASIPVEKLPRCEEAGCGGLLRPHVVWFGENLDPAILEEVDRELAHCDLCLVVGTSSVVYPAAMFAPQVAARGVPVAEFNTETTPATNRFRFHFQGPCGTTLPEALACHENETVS
# Numbers without * were called inactive; ? = inconclusive; . = not tested or not shown; [ ] = another dose, or the depositor's remark. Rows are unselected. Share with any hit: about 4%.
# Every second line gives: ERp5 block, C2C12 statin, esBAF inh, miR-122 sensor, SIRT5 inh, ARNT TACC3 PPI, Cneo AK release
- C[C@@H]1CN([C@H](C)CO)C(=O)c2cccc(NS(=O)(=O)c3ccc(Cl)cc3)c2O[C@@H]1CN(C)Cc1ccc(Oc2ccccc2)cc1
 : -6, -5, 2, 20[16.7 µM], -5, 12, 25
- C[C@@H]1CN([C@@H](C)CO)C(=O)c2cc(NS(=O)(=O)c3ccc(F)cc3)ccc2O[C@@H](C)CCCCO[C@H]1CN(C)C(=O)CCCN(C)C
 : -3, ., -1, 8[16.7 µM], -1, -8, -4
- C=CCNc1nc(Cl)nc(Nc2ccc(OCC)cc2)n1
 : 2, ., ., 0, 2, 2, 0
- COCCNC(=O)C[C@@H]1CC[C@@H]2[C@H](COC[C@@H](O)CN2Cc2cccc(-c3ccncc3)c2)O1
 : 0, -1, -13, 18[16.7 µM], 1, -8, 69
- Cc1cc(OC(=O)c2ccc(S(=O)(=O)N3CCCCC3)cc2)c([N+](=O)[O-])c(=O)[nH]1
 : 5, ., ., ., -1, -12, .
- O=C(COC(=O)/C=C/c1cccc([N+](=O)[O-])c1)NCc1ccco1
 : 2, ., ., ., -2, -30, .
- O=C(Nc1ccccc1O)c1cc(S(=O)(=O)N2CCOCC2)c(Cl)cc1Cl
 : 2, -34, 7, 6, -1, 7, -1
- O=C(CSc1nccn1-c1cccc(Cl)c1)NO
 : -2, ., ., ., 0, -1, .
- O=C1c2cnc3nc(SCc4ccc(Cl)cc4)nn3c2CC2c3ccccc3CCN12 (stereo unspecified)
 : ., 6, -7, -11, ., -23, -1
- O=C(C[C@@H]1C[C@H]2c3cc(NS(=O)(=O)c4ccc(F)cc4)ccc3O[C@H]2[C@H](CO)O1)NCc1cc(F)ccc1F
 : ., 13, 27, 2[16.7 µM], -3, -7, 22
- O=C(CCl)Nc1cccc2ncccc12
 : ., -18, -11, -8, ., ., -1
- CN(C)CCCNC(=O)c1ccccn1
 : ., 1, -1, 3, ., -6, -4
- COc1ccccc1CNC(=O)C[C@H]1C[C@H]2c3cc(NC(=O)CN(C)C)ccc3O[C@H]2[C@@H](CO)O1
 : 0, 1, 3, 4[16.7 µM], 0, 1, -3
- COCC(=O)Nc1ccc2c(c1)OC[C@@H](C)N(CC1CC1)C[C@H](C)[C@@H](OC)CN(C)C2=O
 : 7, -11, 3, ., 5, 0, -3
- CCOC(=O)C1=CCN(S(=O)(=O)c2ccccc2Cl)C1c1cccc(Cl)c1 (stereo unspecified)
 : -2, -4, 3, 0, -1, ., 2
- CC1CCN(C(=O)COC(=O)CCC(=O)c2ccc(F)cc2)CC1
 : 0, 5, -6, -2, ., ., -3
- Cc1nc2ccccn2c1C(=O)N/N=C/c1ccc(F)cc1
 : 3, 4, 5, ., -4, -9, 0
- Cc1cccc(-n2c(N)cc(=O)nc2SCC(=O)NC2CCCCC2)c1
 : ., 3, -13, 4, ., ., -7
- COc1ccc(C(=O)Nc2cc3c4c(c2)C(C)C(=O)N4CCC3)cc1OC (stereo unspecified)
 : 3, -10, ., -1, -3, 0, 0
- NC(=O)c1ccc(-n2nnnc2SCC(=O)Nc2ccc(F)cc2)cc1
 : -1, -1, 1, ., -3, -10, -2

# Compounds listed so far containing an aryl methoxy group:
# Every second line gives: ERp5 block, C2C12 statin, esBAF inh, miR-122 sensor, SIRT5 inh, ARNT TACC3 PPI, Cneo AK release
- COc1ccccc1CNC(=O)C[C@H]1C[C@H]2c3cc(NC(=O)CN(C)C)ccc3O[C@H]2[C@@H](CO)O1
 : 0, 1, 3, 4[16.7 µM], 0, 1, -3
- COc1ccc(C(=O)Nc2cc3c4c(c2)C(C)C(=O)N4CCC3)cc1OC (stereo unspecified)
 : 3, -10, ., -1, -3, 0, 0

# The listing picks up; the 7 compounds before the break are reprinted first.
# Every second line gives: ERp5 block, C2C12 statin, esBAF inh, miR-122 sensor, SIRT5 inh, ARNT TACC3 PPI, Cneo AK release
- COCC(=O)Nc1ccc2c(c1)OC[C@@H](C)N(CC1CC1)C[C@H](C)[C@@H](OC)CN(C)C2=O
 : 7, -11, 3, ., 5, 0, -3
- CCOC(=O)C1=CCN(S(=O)(=O)c2ccccc2Cl)C1c1cccc(Cl)c1 (stereo unspecified)
 : -2, -4, 3, 0, -1, ., 2
- CC1CCN(C(=O)COC(=O)CCC(=O)c2ccc(F)cc2)CC1
 : 0, 5, -6, -2, ., ., -3
- Cc1nc2ccccn2c1C(=O)N/N=C/c1ccc(F)cc1
 : 3, 4, 5, ., -4, -9, 0
- Cc1cccc(-n2c(N)cc(=O)nc2SCC(=O)NC2CCCCC2)c1
 : ., 3, -13, 4, ., ., -7
- COc1ccc(C(=O)Nc2cc3c4c(c2)C(C)C(=O)N4CCC3)cc1OC (stereo unspecified)
 : 3, -10, ., -1, -3, 0, 0
- NC(=O)c1ccc(-n2nnnc2SCC(=O)Nc2ccc(F)cc2)cc1
 : -1, -1, 1, ., -3, -10, -2
- CC(C)(C)c1ccc(-c2nnc(SCC(=O)NC3CCS(=O)(=O)C3)n2N)cc1 (stereo unspecified)
 : 2, ., ., ., -5, -5, .
- O=S(=O)(NCCSc1nc2ccccc2o1)c1ccccc1
 : ., 31, -1, 85, ., -15, -3
- Cc1ccc(C(=O)NCC(=O)NCc2ccc(Cl)cc2)s1
 : -3, -2, -6, -4, -1, 5, 1
- C/C(=N\NC(=O)c1n[nH]c2c1CCC2)c1ccco1
 : 2, -23, -60, -2, 0, -3, -4
- O=C(CCc1ccccc1)Nc1ccccc1
 : 3, ., ., ., -6, -17, .
- CCOC(=S)SCC(=O)Nc1nc(C)c(C)s1
 : -2, 18, -3, 6, 2, 6, -1
- CO[C@@H](CN(C)S(=O)(=O)c1cccc(Cl)c1)[C@@H](C)CN(C(=O)Nc1ccccc1F)[C@H](C)CO
 : -5, 5, 6, ., ., 4, -6
- CCn1nc(C)c(NC(=O)c2ccc(Cl)cc2)c1C
 : -4, ., ., ., -2, -1, .
- Cc1ccc(SCc2cc(-c3ccc(Cl)cc3)on2)cc1
 : ., 16, -3, -5, ., -2, 2
- Cc1nn(Cc2ccc(Cl)cc2)c(C)c1NC(=O)CSc1nc2c(c(C(F)(F)F)n1)CCc1ccccc1-2
 : ., 13, -4, -1, ., -5, -1
- COc1ccc(-c2c(-c3ccccc3OC)sc3ccccc23)cc1OC
 : -3, -3, -13, -7, -8, -3, -1
- CN(C(=O)c1ccc2nc(N)sc2c1)c1ccccc1
 : -3, -4, 7, 12, ., 6, -1
- CCCCn1nnc(NC(=O)C(c2ccccc2)c2ccccc2)n1
 : -7, ., ., ., -4, -3, .
- COc1ccc2nc(NCc3ccc(OC)c(OC)c3OC)sc2c1
 : 2, 2, 9, -15, 2, 0, -1
- O=C(O)C(Oc1ccc(Cl)cc1)c1ccc(Cl)cc1 (stereo unspecified)
 : 9, -9, 6, 0, 1, -8, 1
- C[C@@H]1CN([C@@H](C)CO)C(=O)c2cccc(NC(=O)Nc3ccc(F)cc3)c2O[C@@H]1CN(C)Cc1ccncc1
 : 2, -7, -5, -3[16.7 µM], 1, -7, -3
- CC(=O)Nc1ccc2c(c1)C(=O)N(C)[C@@H]1CC[C@H](CC(=O)NCc3ccc4c(c3)OCO4)O[C@H]1CO2
 : ., -16, -6, 13[16.7 µM], ., -6, 0
- Cc1ccc(-c2nc(CSCC(=O)NCCN3CCN(Cc4ccccc4)CC3)c(C)o2)cc1
 : ., -7, -42, 170*, ., 12, -1
- CCn1cc(/C=N/NS(=O)(=O)c2ccc(OC)cc2)c(C)n1
 : ., -5, -3, 10, ., 2, -1
- CO[C@H]1CN(C)C(=O)c2ccc(NC(C)=O)cc2OC[C@H](C)N(CC2CCCCC2)C[C@H]1C
 : -10, 4, 0, ., -5, -3, -7

# (cont.)
# Every second line gives: ERp5 block, C2C12 statin, esBAF inh, miR-122 sensor, SIRT5 inh, ARNT TACC3 PPI, Cneo AK release
- Nc1nc(N2CCN(Cc3ccccc3)CC2)n[nH]1
 : 1, -4, -9, -3, 1, 5, -1
- C[C@@H]1CN([C@@H](C)CO)C(=O)Cc2cc(NC(=O)Nc3ccccc3)ccc2O[C@H]1CN(C)Cc1ccncc1
 : 0, -17, 3, 0[16.7 µM], 7, 6, 10
- CCC(=O)N1CCC(C)(C(=O)NCc2ccc(F)cc2)C1 (stereo unspecified)
 : -1, -11, 2, -5, ., ., -1
- CCCCN(C)C(=S)Nc1ccc2nc(N3CCN(CC)CC3)cc(C)c2c1
 : -7, ., ., ., -2, -4, .
- Cc1ccccc1S(=O)(=O)NCC[C@H]1CC[C@@H](NC(=O)C2CCCC2)[C@H](CO)O1
 : -1, 4, 0, -4[16.7 µM], 1, -4, 3
- COc1ccc(CCN(C)CC(=O)Nc2cc(C)nc3ccccc23)cc1OC
 : -2, ., 0, -4, ., 5, -2
- O=C(NCC1CCCN(Cc2ccc3nonc3c2)C1)c1cccc(C(F)(F)F)c1 (stereo unspecified)
 : -5, ., ., ., 4, 5, .
- COc1ccc(C2CC(c3ccccc3)=NN2c2ccc(N)cc2)cc1 (stereo unspecified)
 : 5, ., ., ., -5, -29, .
- Cc1ccc(-c2cc(C(=O)N(C)CC(=O)Nc3ccccc3Br)c3ccccc3n2)o1
 : 9, -2, 21, ., -20, -1, -4
- O=C(COc1ccc(Br)cc1)N(Cc1ccccc1)c1ccccn1
 : ., ., ., 2, ., -2, -3
- NC(=NC1CCCCC1)NS(=O)(=O)c1ccccc1
 : 1, 0, -5, 35, 1, -6, -3
- CNc1cnc(-c2ccc(C(=O)N3CCOCC3)cc2)cn1
 : 0, -4, 13, -1, -42, ., 1
- C[C@H](CO)N1C[C@H](C)[C@H](CN(C)C(=O)Nc2ccc3c(c2)OCO3)OCCCC[C@H](C)Oc2ccc(NC(=O)NC3CCCCC3)cc2C1=O
 : ., ., 8, -5[16.7 µM], ., -2, 3
- COc1cccc(CN(C)S(=O)(=O)c2c(C)noc2C)c1OC
 : 0, 11, 0, -5, -2, -3, .
- COc1ccc(N2CCN(C(=O)CSc3ccccc3)CC2)cc1
 : ., 16, 7, -9, ., 8, 17
- COc1ccc(NC(=O)O[C@H]2[C@H](OC(=O)Nc3ccccc3)[C@H](OC(=O)Nc3ccccc3)[C@@H](OC)O[C@@H]2CO)cc1
 : 0, ., ., ., 1, 2, 0
- Cc1ccc(N(C(=O)c2csnn2)C(C(=O)NCc2ccccc2)c2cccnc2)cc1 (stereo unspecified)
 : 0, ., ., 2, 4, -8, -1
- OCCC1CN(Cc2nc(-c3ccccc3)cs2)CCN1CCc1ccccc1 (stereo unspecified)
 : 5, ., ., ., -2, -7, .
- COc1ccccc1NC(=S)NC(NC(C)=O)C(Cl)(Cl)Cl (stereo unspecified)
 : 4, ., ., 4, 8, -4, -1
- CS(=O)(=O)N(CC(=O)Nc1ccc(C(N)=O)cc1)C1CCCCC1
 : ., -3, -17, 69, ., -21, 0

# One compound at a time (already shown). Screens in order: ERp5 block, C2C12 statin, esBAF inh, miR-122 sensor, SIRT5 inh, ARNT TACC3 PPI, Cneo AK release
# Shown for `CCCCN(C)C(=S)Nc1ccc2nc(N3CCN(CC)CC3)cc(C)c2c1` → -7, ., ., ., -2, -4, .
# Shown for `COc1ccc(CCN(C)CC(=O)Nc2cc(C)nc3ccccc23)cc1OC` → -2, ., 0, -4, ., 5, -2

# Next entries.
# Every second line gives: ERp5 block, C2C12 statin, esBAF inh, miR-122 sensor, SIRT5 inh, ARNT TACC3 PPI, Cneo AK release
- Cc1cccc(-n2c(SCc3ccc([N+](=O)[O-])cc3)nnc2-c2c[nH]c3ccccc23)c1
 : 6, ., ., ., -3, -3, .
- Cc1cc(Nc2nc3ccccc3nc2Cl)n(-c2ccccc2)n1
 : ., -2, 3, 8, ., -1, 3
- CC(OC(=O)c1cccc(S(=O)(=O)Nc2cccc(C(F)(F)F)c2)c1)C(=O)Nc1ccc2c(c1)OCCO2 (stereo unspecified)
 : ?, ., ., ?, 1, -7, 1
- COc1ccccc1NC(=O)Cc1ccsc1
 : 2, -2, 1, ., -3, -4, 2
